hERG WT inh: qHTS for Inhibitors of KCHN2 3.1: Wildtype qHTS | Voltage-gated inwardly rectifying potassium channel KCNH2 (Homo sapiens), Q12809 | U2OS, BacMam KCNH2, thallium flux FluxOr; stronger effect = lower value | activity change, % at 1.84 µM | 0.37% of 340,000 active | AID 720551, 2013;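 active means maximum activity change below -70%; inconclusive means maximum activity change between -70% and -50%; inactive means maximum activity change above -50%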; further: on the % scale 0 is the no-effect control and ±100 the full control effect
Target sequence (Q12809 whole entry, looked up): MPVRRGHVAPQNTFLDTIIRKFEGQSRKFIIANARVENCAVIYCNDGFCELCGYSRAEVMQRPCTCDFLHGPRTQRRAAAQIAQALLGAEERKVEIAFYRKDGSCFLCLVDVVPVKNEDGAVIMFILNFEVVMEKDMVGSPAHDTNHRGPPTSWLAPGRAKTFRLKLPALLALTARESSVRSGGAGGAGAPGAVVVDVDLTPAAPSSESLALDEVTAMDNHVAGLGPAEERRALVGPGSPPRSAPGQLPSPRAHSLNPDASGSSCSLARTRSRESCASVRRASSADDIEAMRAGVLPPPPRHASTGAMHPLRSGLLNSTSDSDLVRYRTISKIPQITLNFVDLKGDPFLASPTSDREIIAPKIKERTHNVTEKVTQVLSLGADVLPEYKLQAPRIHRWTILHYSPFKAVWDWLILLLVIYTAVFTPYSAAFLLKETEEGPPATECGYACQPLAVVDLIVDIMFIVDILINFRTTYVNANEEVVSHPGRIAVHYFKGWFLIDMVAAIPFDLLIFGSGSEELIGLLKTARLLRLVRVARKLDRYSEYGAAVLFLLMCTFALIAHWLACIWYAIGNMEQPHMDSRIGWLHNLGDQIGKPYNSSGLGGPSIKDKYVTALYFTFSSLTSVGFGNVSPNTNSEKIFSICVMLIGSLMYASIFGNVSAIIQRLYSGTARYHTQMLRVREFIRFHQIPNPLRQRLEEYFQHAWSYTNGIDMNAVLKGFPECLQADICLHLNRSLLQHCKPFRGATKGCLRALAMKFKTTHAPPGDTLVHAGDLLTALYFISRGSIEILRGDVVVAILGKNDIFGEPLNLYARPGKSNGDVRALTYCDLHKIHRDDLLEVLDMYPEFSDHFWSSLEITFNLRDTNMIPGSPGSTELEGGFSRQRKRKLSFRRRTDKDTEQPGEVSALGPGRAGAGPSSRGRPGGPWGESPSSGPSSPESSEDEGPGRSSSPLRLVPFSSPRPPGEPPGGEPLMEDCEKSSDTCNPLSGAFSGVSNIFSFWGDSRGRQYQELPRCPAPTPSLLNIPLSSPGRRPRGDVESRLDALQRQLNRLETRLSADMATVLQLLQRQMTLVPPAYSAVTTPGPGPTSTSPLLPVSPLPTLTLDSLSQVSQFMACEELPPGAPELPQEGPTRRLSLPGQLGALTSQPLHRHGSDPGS
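U2OS cells were transduced with wild-type KCNH2 virus (2.03 x 10^8 / mL) for 4 h at room temperature, then cultured overnight at 37 C. Thallium flux was read with FluxOr dye. Rate constants were normalized to DMSO controls.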
USP2a inh: qHTS Assay for Inhibitors of Ubiquitin-specific Protease USP2a Using CHOP2 as the Reporter; 0.01% of 330,000 active; Potency, µM (titrated, usually from 38.3 µM), inactives show top-dose activity change, negative = inhibition, most hits filed as inhibitors; Ubiquitin carboxyl-terminal hydrolase 2 (Homo sapiens), O75604; USP2 core, Ub-CHOP2 coupled fluorogenic reporter, 485/531;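 further: potency means the concentration at half of the fitted maximal effect; plate controls were DMSO wells for no effect and full inhibition by NEM control for full effect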
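USP2 core (10nM final) preincubated 30min RT with compound in 20mM Tris-HCl pH 8.0, 2mM CaCl2, 2mM beta-mercaptoethanol, 0.05% CHAPS; 25nM Ub-CHOP2 plus 25nM reporter substrate added, fluorescence (Ex485/Em531) read after 60min.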
Menin MLL FP TR: qHTS Assay for Inhibitors Targeting the Menin-MLL Interaction in MLL Related Leukemias: Competition With Texas Red Labeled MLL-derived Mutant Peptide; 0.23% of 270,000 active; O00255; Menin + Texas Red MLL mutant peptide, fluorescence polarization; Potency, µM (series often up to 61.6 µM), for inactives: at the top dose FP activity change, negative = inhibition, most hits filed as inhibitors; active means well fitted inhibition curve with a large enough effect in the polarisation, with a control signal flat, not every such curve was filed as active; inconclusive means small, poorly fitted or top-dose-only effect, or effect the other way, or a change in a side signal; inactive means no such curve, though single readings can be large or run the other way; the % refers to the polarisation; further: potency means the concentration at half of the fitted maximal effect; % of control where 0% means no effect; many of its hits are not listed in these tables
Mito fusion yeast: qHTS Assay for Small Molecule Inhibitors of Mitochondrial Division or Activators of Mitochondrial Fusion | 0.23% of 320,000 active | S. cerevisiae fusion-defective mutant growth rescue, CellTiterGlo 48 h | AID 485298, 2010 | Potency, µM (doses to about 46.1 µM), without a hit: at the top dose growth rescue (activation), most hits filed as activators;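 further: potency means the concentration at half of the fitted maximal effect; % of control where 0% means no effect; nearly all actives have a fitted effect of over 45% in size; temperature-sensitive fusion mutants such as fzo1-1 at 37 °C on non-fermentable ethanol glycerol medium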
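Yeast fusion mutant, YPEG (non-fermentable carbon), compound, 48 h at 37C non-permissive; CellTiterGlo added, 10 min RT, luminescence read. Rescued growth = division inhibition.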
GALK inh: qHTS Assay for Inhibitors of Human Galactokinase (GALK); P51570; Purified GALK, Kinase-Glo residual ATP luminescence; Potency, µM (series often up to 57.5 µM), without a hit: top-dose activity change, negative = inhibition, hits mostly inhibitors; 0.007% of 270,000 active; further: potency means the concentration at half of the fitted maximal effect; on the % scale 0 is the no-effect control and ±100 the full control effect
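Kinase-Glo Plus luminescence measured ATP left after a 1 h room-temperature reaction. The reaction used 5 nM GALK, 100 uM galactose and 35 uM ATP at pH 8.0 (20 mM HEPES, 5 mM MgCl2, 60 mM NaCl, 1 mM DTT, 0.01% BSA).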
Eya2 inh: qHTS Assay for Inhibitors of the Phosphatase Activity of Eya2. Protein phosphatase EYA2 (Homo sapiens), O00167. Potency, µM (series often up to 76.9 µM), for the others: at the highest dose activity, negative = inhibition, hits mostly inhibitors. recombinant Eya2, OMFP fluorescence dephosphorylation (OMFP is methylfluorescein phosphate). 0.006% of 330,000 active. AID 488837, 2010; further: potency means the concentration at half of the fitted maximal effect; on the % scale 0 is the no-effect control and ±100 the full control effect
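Eya2 protein (added as 0.2 uM solution) was preincubated with compound for 10 min at ambient temperature in 50 mM HEPES pH 7.5, 50 mM NaCl, 5 uM MgCl2, 0.05% BSA, 1 mM DTT. OMFP (added at 50 uM) then reacted 10 min; fluorescence read at 485/525 nm.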
S-ASM inh: Inhibitors of Secretory Acid Sphingomyelinase (S-ASM): qHTS | Sphingomyelin phosphodiesterase (Homo sapiens), P17405 | placental ASM, HMU-PC fluorogenic substrate, 60 min | Potency, µM (top dose mostly 57.5 µM), for the others: at the top dose activity change, negative = inhibition, hits mostly inhibitors | 0.006% of 340,000 active | AID 504937, 2011; further: potency means the concentration at half of the fitted maximal effect
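Human placenta-derived ASM preincubated with compound 10 min at room temperature, then reacted with 9 uM (final) fluorogenic HMU-PC substrate for 60 min at 37 C. Stop solution raises pH to 10; fluorescence read at Ex 386/Em 447 nm.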
MBNL1-CUG inh: qHTS Assay for Inhibitors of MBNL1-poly(CUG) RNA binding; Muscleblind-like protein 1 (Homo sapiens), Q9NR56; TR-FRET MBNL1-His/biotin-(CUG)12 binding, 665/545 ratio; Potency, µM (titrated, usually from 57.5 µM), for the others: at the top dose activity change, negative = inhibition, usual class: inhibitors; 0.036% of 280,000 active; active means well fitted inhibition curve with a large enough effect in the signal ratio, with a control signal flat, not every such curve was filed as active; inconclusive means small, poorly fitted or top-dose-only effect, or effect the other way, or a change in a side signal; inactive means no such curve, though single readings can be large or run the other way; the % refers to the signal ratio; further: potency means the concentration at half of the fitted maximal effect; on the % scale 0 is the no-effect control and ±100 the full control effect
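Compound titration spanned 92 nM–58 uM against the MBNL1-His/biotin-(CUG)12 complex. After 60 min at room temperature with 5 nM streptavidin-XL665 and 0.055 ng/ul terbium anti-His, ratiometric 665/545 nm emission (Ex 340 nm) normalized to controls.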
PKM2 activator: qHTS Assay for Activators of Human Muscle isoform 2 Pyruvate Kinase; Pyruvate kinase PKM (Homo sapiens), P14618; purified PKM2, Kinase-Glo ATP luminescence, activation; response scale: 0% is enzyme alone, no compound; Potency, µM (top dose mostly 57.5 µM), without a hit: at the top dose activation, usual class: activators; 0.34% of 260,000 active; further: potency means the concentration at half of the fitted maximal effect; on the % scale 0 is the no-effect control and ±100 the full control effect; nearly all actives have a fitted effect of over 55% in size
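Purified hPK-M2 (>95% pure) converted ADP (0.1 mM final) to ATP with 0.5 mM PEP in 50 mM imidazole pH7.2, KCl, MgCl2, Tween 20, BSA; 1 h at room temperature. ATP detected by Kinase-Glo luminescence.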
TSHR antag: Antagonists of the Thyroid Stimulating Hormone Receptor: HTS campaign; Thyrotropin receptor (Homo sapiens), P16473; AID 504810, 2011; TSHR-expressing cells, TSH-stimulated cAMP HTRF, 2 h; stronger effect = lower value; 0.2% of 330,000 active; activity change, negative = inhibition, % at 11.5 µM;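 active means activity change below a set negative limit, meaning inhibition stronger than a set level, cut at about -70% in these data; inconclusive means activity change between two set negative limits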; further: on the % scale 0 is the no-effect control and ±100 the full control effect
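TSHR-expressing cells, 200/well, pre-treated with compound, then stimulated with EC80 TSH (4nM final) for 2 hours at 37 deg C. cAMP measured by competitive HTRF: anti-cAMP cryptate antibody in lysis buffer plus cAMP-d2, read after 30 minutes at room temperature.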
BCR signal inh: qHTS Assay to Find Inhibitors of Chronic Active B-Cell Receptor Signaling | ABC-DLBCL IkBa-CBG/CBR reporter, luminescence ratio, 4 h | Potency, µM (titrated, usually from 46.1 µM), for inactives: at the highest dose ratio change, negative = lower green/red ratio, usual class: inhibitors | 0.05% of 340,000 active | AID 493014, 2011; active means well fitted inhibition curve with a large enough effect in the signal ratio, with a control signal flat, not every such curve was filed as active; inconclusive means small, poorly fitted or top-dose-only effect, or effect the other way, or a change in a side signal; the % refers to the signal ratio;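 further: potency means the concentration at half of the fitted maximal effect; plate controls were basal doxycycline-induced cells for no effect and cells given 10 µM MG132 for full effect; MG132 reads +100%, hits lower the ratio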
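Doxycycline induced both beetle luciferases in TMD8 lymphoma cells; IKK-driven degradation limits the IkappaBalpha-fused green signal, while red luminescence normalises for cell number and nonspecific effects. Compounds tested up to 46 uM, 4 hrs.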
Active calls of the source: *. Unless noted, the call rests on the fitted dose curve; in most records, active means well fitted curve in the direction sought with a large enough effect; inconclusive means small, poorly fitted or top-dose-only effect, or another doubt; inactive means no such curve, though single readings can be large; an effect the other way counts as inactive or inconclusive. Not all compounds are listed (hit frequency here may not be typical).

For COc1ccccc1NC(=O)c1ccc(CN(c2cc(Cl)ccc2C)S(=O)(=O)c2ccccc2)cc1 the results were hERG WT inh 0, USP2a inh -1%, Menin MLL FP TR 5%, Mito fusion yeast 3%, GALK inh 1%, Eya2 inh -3%, S-ASM inh -3%, MBNL1-CUG inh -2%, PKM2 activator 2%, TSHR antag -7 and BCR signal inh -2%.
COc1ccc(OCc2nnc(SCC(=O)N3C(C)CCCC3C)o2)cc1 (stereo not drawn) was read as hERG WT inh -2, USP2a inh -1%, Menin MLL FP TR -12%, Mito fusion yeast 22%, GALK inh 8%, Eya2 inh -10%, S-ASM inh 0%, MBNL1-CUG inh -8%, PKM2 activator 0%, TSHR antag 31 and BCR signal inh -4%.
`Fc1ccc(C[n+]2csc3ccccc32)cc1` gave hERG WT inh 0, USP2a inh 1%, Menin MLL FP TR -5%, Mito fusion yeast 2%, GALK inh 1%, Eya2 inh -5%, S-ASM inh 0%, MBNL1-CUG inh 0%, PKM2 activator 21%, TSHR antag 0 and BCR signal inh 3%.
For N#C/C(=C(/O)CN1CCOCC1)c1nc2ccccc2s1 the results were hERG WT inh 5, USP2a inh 5%, Menin MLL FP TR 24%, Mito fusion yeast 2%, GALK inh -5%, Eya2 inh 5%, S-ASM inh -3%, MBNL1-CUG inh 6%, PKM2 activator -8% and BCR signal inh 0%.
Cc1cc(OCC(=O)OCC(=O)N2CCc3ccccc3C2)ccc1Cl was read as hERG WT inh 3, USP2a inh 0%, Mito fusion yeast 2%, Eya2 inh -8%, S-ASM inh 0%, TSHR antag 6 and BCR signal inh 7%.
For COc1ccc(NC(=O)C2CCCN2c2ccc(OC)c(OC)c2)cc1OC (stereo not drawn) the results were hERG WT inh 1, USP2a inh 2%, Menin MLL FP TR 3%, Mito fusion yeast -6%, GALK inh 4%, Eya2 inh 14%, S-ASM inh -3%, MBNL1-CUG inh 20%, PKM2 activator 20%, TSHR antag -3 and BCR signal inh inconclusive.
`COCCCNC(=O)c1ccc(Cn2c(=O)c3ccccc3n(Cc3ccc(C)cc3)c2=O)cc1` gave hERG WT inh 0, USP2a inh 5%, Menin MLL FP TR -10%, Mito fusion yeast 7%, GALK inh -2%, Eya2 inh -9%, S-ASM inh -1%, MBNL1-CUG inh -1%, PKM2 activator 10%, TSHR antag 45 and BCR signal inh 15%.
CCCS(=O)(=O)c1c(S(=O)(=O)CCC)c2c3ccccc3ccn2c1C(N)=O was read as hERG WT inh -2, USP2a inh -2%, Menin MLL FP TR 4%, Mito fusion yeast -1%, GALK inh 8%, Eya2 inh -7%, S-ASM inh -1%, MBNL1-CUG inh 7%, PKM2 activator 1%, TSHR antag -7 and BCR signal inh 4%.
`Cc1ccc(S(=O)(=O)N2CCC(Oc3cccc(C(F)(F)F)c3)CC2)cc1` gave hERG WT inh 18, USP2a inh -1%, Menin MLL FP TR inconclusive, Mito fusion yeast -12%, GALK inh 0%, Eya2 inh -14%, S-ASM inh -2%, MBNL1-CUG inh -4%, TSHR antag -5 and BCR signal inh 1%.
Screening Cc1ccc2cccc(OCC(=O)Nc3ccc(N4CCOCC4)cc3)c2n1 returned USP2a inh 7%, Menin MLL FP TR -8%, Mito fusion yeast 3%, GALK inh -2%, Eya2 inh -1%, S-ASM inh -4%, MBNL1-CUG inh -1%, PKM2 activator -37%, TSHR antag -5 and BCR signal inh 5%.
`COc1cccc(-n2c(=O)c3cc(OC)c(OC)cc3n(CC(=O)Nc3cc(C)[nH]n3)c2=O)c1` gave hERG WT inh 5, USP2a inh 5%, Menin MLL FP TR 4%, Mito fusion yeast -6%, GALK inh -2%, Eya2 inh -7%, S-ASM inh 0%, PKM2 activator 0%, TSHR antag 1 and BCR signal inh -10%.
`CC(C)OC(=O)CN1C(=O)C(C)(C)Oc2ccc(C(=O)NC3CC3)cc21` gave hERG WT inh -1, USP2a inh -1%, Menin MLL FP TR inconclusive, Mito fusion yeast 8%, GALK inh 1%, Eya2 inh -19%, S-ASM inh 4%, MBNL1-CUG inh -8%, PKM2 activator 7%, TSHR antag 8 and BCR signal inh 4%.
Screening O=C(CSc1nc(O)c(Cc2ccccc2F)c(=O)[nH]1)N1CCCCCC1 returned hERG WT inh 3, USP2a inh 1%, Menin MLL FP TR 14%, Mito fusion yeast 3%, GALK inh 2%, Eya2 inh 6%, S-ASM inh 6%, MBNL1-CUG inh -6%, PKM2 activator -3%, TSHR antag 4 and BCR signal inh 0%.
CCCN1CNC(=S)N(CCc2ccccc2)C1 was read as hERG WT inh 0, USP2a inh 0%, Menin MLL FP TR -15%, Mito fusion yeast -6%, GALK inh 1%, Eya2 inh 7%, S-ASM inh 4%, MBNL1-CUG inh -8%, PKM2 activator 2%, TSHR antag -1 and BCR signal inh -4%.
Screening COCC(=O)N(Cc1ccc(OC)cc1)Cc1nc2ccccc2c(=O)[nH]1 returned hERG WT inh 4, USP2a inh -2%, Menin MLL FP TR -5%, Mito fusion yeast 2%, GALK inh 2%, Eya2 inh -1%, S-ASM inh 4%, MBNL1-CUG inh 4%, PKM2 activator 0%, TSHR antag -4 and BCR signal inh inconclusive.
For CN(CC(=O)Nc1ccccc1)CC(=O)Nc1ccccc1Cl the results were hERG WT inh -2, USP2a inh 1%, Menin MLL FP TR -12%, Mito fusion yeast 2%, GALK inh 1%, Eya2 inh 0%, S-ASM inh -1%, MBNL1-CUG inh -5%, TSHR antag -5 and BCR signal inh inconclusive.
For COC(=O)c1cc(S(=O)(=O)NC2CCC(C)CC2)cn1C (stereo not drawn) the results were hERG WT inh 15, USP2a inh 2%, Mito fusion yeast 8%, GALK inh 0%, Eya2 inh -4%, S-ASM inh 0%, MBNL1-CUG inh -2%, TSHR antag -2 and BCR signal inh inconclusive.
CCc1ccc(-c2cc(C)no2)cc1S(=O)(=O)NCc1ccc(OC)c(OC)c1 was read as hERG WT inh -9, USP2a inh -2%, Mito fusion yeast 4%, GALK inh -6%, Eya2 inh 3%, S-ASM inh -2%, MBNL1-CUG inh 1%, TSHR antag -9 and BCR signal inh -1%.
`O=C1/C(=C\c2ccc(O)c(O)c2)SC(=S)N1Cc1ccccc1` gave hERG WT inh -4, USP2a inh -26%, Menin MLL FP TR inconclusive, Mito fusion yeast 13µM*, Eya2 inh inconclusive, S-ASM inh inconclusive, MBNL1-CUG inh inconclusive, TSHR antag -12 and BCR signal inh 10%.
For COC(=O)Cc1ccc(NC(=O)C(c2ccccc2)c2ccccc2)cc1 the results were hERG WT inh 7, USP2a inh 3%, Menin MLL FP TR 19%, Mito fusion yeast 17%, GALK inh 1%, Eya2 inh -4%, S-ASM inh 1%, MBNL1-CUG inh -6%, PKM2 activator -10%, TSHR antag 5 and BCR signal inh 0%.
For O=C1c2ccc3c4c(ccc(c24)C(=O)N1c1cccc(O)c1)CC3 the results were hERG WT inh 6, USP2a inh 0%, Menin MLL FP TR -3%, Mito fusion yeast -9%, GALK inh -3%, Eya2 inh 3%, S-ASM inh 4%, MBNL1-CUG inh inconclusive, PKM2 activator 4%, TSHR antag -7 and BCR signal inh -4%.
